T cell HTS: T cell immune modulation candidate; 2C CD8+ T cell-vesicle binding, flow cytometry; stronger effect = lower value; calls only at 7 µM; 330,000 tested, 0.068% active;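 active = response, share of CD8 T cells binding vesicles, and their 90th percentile fluorescence all below set limits, cut at about 80% in these data, passing the limit was not always enough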
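Test system: purified 2C TCR transgenic mouse naive CD8+ T cells. Probe or stimulus: QL9-peptide-loaded Drosophila micro-vesicles bearing Ld, ICAM-1 and B7-1. Incubation: binding step 1.5 h, 37 °C, antibody labelling 20 min, ice. Measured by: flow cytometry of vesicle-bound cells.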
KOR beta-arrestin-1: kappa opioid receptor activators – cell-based, luminescence, uHTS, primary screen (AID 1777) | 280,000 tested, 0.02% active | one-dose activation, % at 10 µM; EC50 in µM for titrated hits | KOR beta-arrestin recruitment, luminescence; higher % means a stronger effect; in the data active = activation above about 50%, passing the limit was not always enough; note: a part of the inactive calls stands beside numbers as strong as those of hits
NTR1 ag: NTR1-driven beta-arrestin-GFP spot formation – imaging, U2OS cells, high content, primary screen (AID 493036). 330,000 tested, 0.17% active. agonist mode. P30989. activation, % at 20 µM;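 active = activation at or above 40% of the spot to cytoplasm intensity ratio, with at least 20 cells analyzed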;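 note: 0% = DMSO without peptide and 100% = 100 nM NTR1 peptide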
Target sequence (P30989 whole entry, looked up): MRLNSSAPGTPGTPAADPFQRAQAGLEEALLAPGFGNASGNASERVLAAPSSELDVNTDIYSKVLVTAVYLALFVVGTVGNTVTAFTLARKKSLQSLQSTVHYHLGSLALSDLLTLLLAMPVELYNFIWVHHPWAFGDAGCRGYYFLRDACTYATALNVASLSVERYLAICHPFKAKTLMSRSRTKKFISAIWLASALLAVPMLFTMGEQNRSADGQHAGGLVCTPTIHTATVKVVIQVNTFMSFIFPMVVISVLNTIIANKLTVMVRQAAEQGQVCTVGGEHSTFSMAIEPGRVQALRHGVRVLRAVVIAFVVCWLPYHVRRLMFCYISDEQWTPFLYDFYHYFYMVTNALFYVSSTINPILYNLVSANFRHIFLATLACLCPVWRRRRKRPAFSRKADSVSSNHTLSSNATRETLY
West Nile virus CPE: inhibition of WNV-induced cytopathic effect – cell-based, CPE readout (AID 1621) | West Nile virus-infected cells, CPE inhibition; higher % means a stronger effect | CPE inhibition, % at 10 µM; hits with a dose series show IC50 in µM | 290,000 tested, 0.02% active; in the data active = a potency from the dose series; note: strong numbers were not always called active
GPR35 arrestin U2OS: inhibition of zaprinast-stimulated GPR35 beta-arrestin translocation – imaging, U2OS, beta-arrestin-GFP, zaprinast agonist, primary screen (AID 2058) | U2OS GPR35 beta-arrestin-GFP translocation imaging, zaprinast antagonism; higher % means a stronger effect | 290,000 tested, 0.052% active | inhibition, % at 10 µM, or IC50 in µM where a hit was titrated;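 active = inhibition of at least 50% with at least 30 cells and total cytoplasm GFP at most 10,000,000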
KOR beta-arrestin-2: KOR antagonists, beta-arrestin recruitment, cell-based, luminescence, uHTS (AID 1778) | inhibition, % at 10 µM, or IC50 in µM where a hit was titrated | 290,000 tested, 0.091% active | KOR beta-arrestin recruitment, luminescence, antagonist mode; higher % means a stronger effect; in the data active = inhibition above about 50%; note: strong numbers were not always called active
Salmonella PhoP GFP: inhibitors of PhoP regulon expression, primary screen, Salmonella Typhimurium, GFP reporter (AID 1863); S. Typhimurium PhoP-regulated promoter GFP reporter, 4 h; higher % means a stronger effect; 300,000 tested, 0.16% active; inhibition, % at 50 µM; hits with a dose series show IC50 in µM;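 active = inhibition over 29.93%, a cutoff 3 SD above the screen mean, later confirmed by dose response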;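 note: 0% = low Mg2+ inducing control and 100% = high Mg2+ repressing control; strong numbers were not always called active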
GPR55 LPI antagonism: GPR55 antagonists blocking LPI-driven arrestin recruitment, primary screen, imaging, U2OS, beta-arrestin-GFP, LPI agonist (AID 2013); U2OS GPR55 beta-arrestin-GFP translocation imaging, LPI antagonism; higher % means a stronger effect; one-dose inhibition, % at 10 µM; IC50 in µM for titrated hits; 290,000 tested, 0.13% active;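 active = spots per cell inhibited over 60%, with over 100 cells counted and total cytoplasm intensity under 500,000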;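 note: U2OS cells stably carrying GPR55 and arrestin-GFP stimulated by 5 µM LPI near EC80; imaged beta-arrestin-GFP aggregate spots per cell after agonist stimulation; plate controls were LPI-stimulated DMSO wells for no effect and DMSO wells without LPI for full effect; some results filed as inactive read as strong as hits; confirmed hits need IC50 under 10 µM and bright autofluorescent wells are also inconclusive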
GPR55 activation: GPR55 agonists via beta-arrestin recruitment, primary screen, imaging, U2OS cells, beta-arrestin-GFP redistribution (AID 1961) | U2OS GPR55 beta-arrestin-GFP redistribution imaging; higher % means a stronger effect | activation, % at 10 µM; hits with a dose series show EC50 in µM | 290,000 tested, 0.048% active;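 active = activation above 40% with more than 50 cells counted in the well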;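 note: U2OS osteosarcoma cells stably expressing GPR55 and beta-arrestin-GFP; plate controls were DMSO negative control for no effect and LPI positive control for full effect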
T cell HTS vesicle-bound %: also measured in T cell HTS; calls as there; double positive events, %; measured here: CD8+ vesicle-bound cell fraction;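 binding gate set so that unloaded-vesicle control wells show 10% double positive cells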
NTR1 ag cell count 20 µM: recorded beside NTR1 ag, whose call it bears; cell count; measured here: cell count, cytotoxicity flag
Active calls of the source: *; i = inactive. Random draw from the library. About 0.62% of those tested had a hit in this group.

SMILES | T cell HTS | T cell HTS vesicle-bound % | KOR beta-arrestin-1 | NTR1 ag | NTR1 ag cell count 20 µM | West Nile virus CPE | GPR35 arrestin U2OS | KOR beta-arrestin-2 | Salmonella PhoP GFP | GPR55 LPI antagonism | GPR55 activation
CS(=O)(=O)Nc1cc2c3c(c1)CCC(=O)N3CCC2 | i | 33.3 | 5.5% | -1.2 | 59 | 0.2% | -10.1% | -35.7% | -6.3% | -16.3% | -0.3%
COc1ccc(/C=C/C(=O)Oc2cc(O)cc(O)c2)cc1 | i | 57.5 | 0.4% | 0.2 | 45 | -1.1% | -8.8% | -9.7% | 5.6% | 2.6% | 0.0%
CCOC(=O)c1nn(-c2ccccc2)c2nnc(Cc3ccc(C)cc3)c(=O)n12 | i | 31.9 | -2.5% | 1.0 | 77 | 0.2% | -1.4% | -5.6% | 1.4% | 11.9% | 0.9%
CCO[C@@H]1OC(C(=O)O)=C[C@H](c2ccc3c(c2)OCO3)[C@H]1CCCO | i | 41.1 | 5.6% | -7.5 | 66 | -0.1% | 5.9% | -10.4% | -3.1% | -5.9% | 0.8%
COC(=O)CN1C(=O)C(O)(CC(=O)c2cccc(Br)c2)c2ccccc21 (stereo unspecified) | i | 46.0 | -4.6% | 6.8 | 51 | 0.0% | 8.5% | 22.7% | -4.2% | -1.8% | -0.1%
C=CCSc1n[nH]c(=O)n1-c1cccc(C(F)(F)F)c1 | i | 10.1 | 2.1% | -0.6 | 43 | -0.1% | -5.5% | 18.6% | -3.9% | -0.7% | 0.7%
Cc1ccc(C)c(S(=O)(=O)N2CCN(C(=O)CSc3ccccc3)CC2)c1 | i | 15.1 | 5.3% | 0.8 | 40 | -1.1% | -5.4% | 12.1% | -5.3% | 2.4% | 0.3%
CCc1cc(=O)oc2cc(OC(C)C(=O)O)c(Cl)cc12 (stereo unspecified) | i | 38.1 | -0.1% | -1.2 | 80 | 0.5% | -19.9% | -12.5% | 4.2% | 6.5% | -0.1%
O=C(Cc1ccc(Cl)cc1)NC1CCS(=O)(=O)C1 (stereo unspecified) | i | 14.0 | -5.6% | 0.0 | 61 | -0.3% | -2.9% | -15.4% | -1.5% | 10.4% | 0.2%

Rewritten as labelled records: entries from further up
CCO[C@@H]1OC(C(=O)O)=C[C@H](c2ccc3c(c2)OCO3)[C@H]1CCCO
  T cell HTS = i
  T cell HTS vesicle-bound % = 41.1
  KOR beta-arrestin-1 = 5.6%
  NTR1 ag = -7.5
  NTR1 ag cell count 20 µM = 66
  West Nile virus CPE = -0.1%
  GPR35 arrestin U2OS = 5.9%
  KOR beta-arrestin-2 = -10.4%
  Salmonella PhoP GFP = -3.1%
  GPR55 LPI antagonism = -5.9%
  GPR55 activation = 0.8%
COC(=O)CN1C(=O)C(O)(CC(=O)c2cccc(Br)c2)c2ccccc21 (stereo unspecified)
  T cell HTS = i
  T cell HTS vesicle-bound % = 46.0
  KOR beta-arrestin-1 = -4.6%
  NTR1 ag = 6.8
  NTR1 ag cell count 20 µM = 51
  West Nile virus CPE = 0.0%
  GPR35 arrestin U2OS = 8.5%
  KOR beta-arrestin-2 = 22.7%
  Salmonella PhoP GFP = -4.2%
  GPR55 LPI antagonism = -1.8%
  GPR55 activation = -0.1%
C=CCSc1n[nH]c(=O)n1-c1cccc(C(F)(F)F)c1
  T cell HTS = i
  T cell HTS vesicle-bound % = 10.1
  KOR beta-arrestin-1 = 2.1%
  NTR1 ag = -0.6
  NTR1 ag cell count 20 µM = 43
  West Nile virus CPE = -0.1%
  GPR35 arrestin U2OS = -5.5%
  KOR beta-arrestin-2 = 18.6%
  Salmonella PhoP GFP = -3.9%
  GPR55 LPI antagonism = -0.7%
  GPR55 activation = 0.7%
Cc1ccc(C)c(S(=O)(=O)N2CCN(C(=O)CSc3ccccc3)CC2)c1
  T cell HTS = i
  T cell HTS vesicle-bound % = 15.1
  KOR beta-arrestin-1 = 5.3%
  NTR1 ag = 0.8
  NTR1 ag cell count 20 µM = 40
  West Nile virus CPE = -1.1%
  GPR35 arrestin U2OS = -5.4%
  KOR beta-arrestin-2 = 12.1%
  Salmonella PhoP GFP = -5.3%
  GPR55 LPI antagonism = 2.4%
  GPR55 activation = 0.3%

Source: PubChem (several laboratories)
